High-throughput results: PubChem BioAssay, National Center for Advancing Translational Sciences (NCATS)
RGS4 inh – blocks human RGS4-accelerated GTP hydrolysis. P49798. Transcreener GDP fluorescence polarization, RGS4-accelerated GTP hydrolysis. Potency, µM (highest dose often 114 µM), for inactives: top-dose activity change, negative = inhibition, hits mostly inhibitors. 0.039% of 390,000 active. AID 504845; note: potency is the fitted concentration of half-maximal effect; % is set by controls: 0 for no effect and ±100 for the full control effect; nearly all actives have a fitted effect of over 75% in size; some results filed as inactive show a strong effect at the top dose
Target sequence (P49798 whole entry, looked up): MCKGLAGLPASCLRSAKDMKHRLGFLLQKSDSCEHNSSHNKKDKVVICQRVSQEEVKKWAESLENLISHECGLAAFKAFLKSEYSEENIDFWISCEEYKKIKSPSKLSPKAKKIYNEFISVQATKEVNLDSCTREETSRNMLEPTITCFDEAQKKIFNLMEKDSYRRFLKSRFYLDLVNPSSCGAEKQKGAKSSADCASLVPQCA
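MLSMR compounds (23 nl, pin-transferred) preincubated 10 min at room temperature with a 500nM (2x) first reagent, then RGS4 at 900nM (2x) plus Transcreener GDP mix added; fluorescence polarization (620/688 nm) read before and after 90 min at 30 °C.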
ERG-DNA inh – ERG Ets/DNA interaction inhibition; 0.028% of 370,000 active; Potency, µM (series often up to 76.9 µM), inactives show at the top dose FP activity, negative = inhibition, hits mostly inhibitors; P11308; fluorescence polarization, His-ERG Ets domain / labelled DNA; active = well fitted inhibition curve with a large enough effect in the polarisation, with a control signal flat; inconclusive = small, poorly fitted or top-dose-only effect, or effect the other way, or a change in a side signal; inactive = no such curve, though single readings can be large or run the other way; the % refers to the polarisation;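 note: polarization taken with two DNA probes labelled with fluorescein and Texas red; potency is the fitted concentration of half-maximal effect; % of control where 0% means no effect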
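His-tagged ERG Ets domain (1 uM in the protein solution; 300mM KCl, 50mM Tris-HCl, 1mM EDTA, 1mM DTT, pH 7.5) received compound, then a probe mix of 5 nM fluorescein-DNA and 100nM Texas-615-DNA. Fluorescence polarization was read for both dyes.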
GLS inhibitor – inhibitors of human glutaminase (GLS); O94925; GLS enzymatic activity, qHTS titration; Potency, µM (series often up to 45.5 µM), without a hit: at the highest dose activity change, negative = inhibition, actives largely listed as inhibitors; 0.21% of 410,000 active; note: potency is the fitted concentration of half-maximal effect; % is set by controls: 0 for no effect and ±100 for the full control effect
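Coupled fluorescence readout: glutamate oxidase/HRP/Amplex Red detect glutamate formed by hKGA from L-glutamine (1 mM solution added). Buffer 45 mM KH2PO4 pH 8.2, 0.02% Tween-20; reads at t0 and 30 min RT.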
PI4K2A inh – blocks human PI4K2A kinase activity | 0.13% of 420,000 active | purified PI4K2A, ADP-Glo luminescence, 1 h; stronger effect = lower value | activity change, negative = inhibition, % at 76.9 µM; in the data active = activity change below about -50%; inconclusive = mostly about -30% to -49%;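 note: -100% = wells without enzyme as full effect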
Target sequence (Q9BTU6 whole entry, looked up): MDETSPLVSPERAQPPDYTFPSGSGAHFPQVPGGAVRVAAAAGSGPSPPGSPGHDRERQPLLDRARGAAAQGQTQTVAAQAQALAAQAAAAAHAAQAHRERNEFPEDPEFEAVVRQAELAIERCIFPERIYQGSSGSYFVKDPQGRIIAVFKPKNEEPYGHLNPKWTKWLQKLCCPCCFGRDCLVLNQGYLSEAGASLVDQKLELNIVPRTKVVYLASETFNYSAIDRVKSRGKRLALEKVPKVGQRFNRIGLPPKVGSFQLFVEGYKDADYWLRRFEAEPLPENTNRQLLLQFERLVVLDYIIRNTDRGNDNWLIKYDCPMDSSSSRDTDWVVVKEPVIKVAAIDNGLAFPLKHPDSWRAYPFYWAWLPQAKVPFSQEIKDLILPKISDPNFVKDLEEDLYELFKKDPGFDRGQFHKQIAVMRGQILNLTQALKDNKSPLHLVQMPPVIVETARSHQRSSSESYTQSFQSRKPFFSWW
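In this quantitative HTS, ADP production by PI4K2A was quantified luminescently after 1 h at ambient temperature; 100 microM adenosine served as plate-quality control.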
JMJD2A Tudor inh – JMJD2A Tudor domain (human) inhibition. 4.4% of 390,000 active. Potency, µM (titrated, usually from 114 µM), for inactives: top-dose activity change, negative = inhibition, most hits filed as inhibitors. AID 504339. AlphaScreen JMJD2A-Tudor / H3K4me3 peptide binding. O75164; note: potency is the fitted concentration of half-maximal effect; % is set by controls: 0 for no effect and ±100 for the full control effect; nearly all actives have a fitted effect of over 50% in size
ALOX12 inh – ALOX12 (human) lipoxygenase inhibition; P18054; purified 12hLO, xylenol orange hydroperoxide absorbance; Potency, µM (top dose mostly 108 µM), inactives show at the highest dose activity change, negative = inhibition, actives largely listed as inhibitors; 1.1% of 580,000 active; AID 1671190; note: potency is the fitted concentration of half-maximal effect; % is set by controls: 0 for no effect and ±100 for the full control effect
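Purified human 12hLO (150 nM final) in 25 mM Hepes, 0.01% Triton X-100, pH 7.0 was preincubated 15 min at room temperature with compound. Then 40 uM arachidonic acid was added, 30 min. Hydroperoxide was read by Fe-XO absorbance ratio 573/405 nm.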
HP1b binding inh – HP1-beta chromodomain-methylated histone interaction inhibition; AID 540317; 0.56% of 390,000 active; P83916; AlphaScreen HP1-beta / biotin-H3K9me3 peptide binding; Potency, µM (titrated, usually from 114 µM), for inactives: top-dose activity change, negative = inhibition, usual class: inhibitors; note: potency is the fitted concentration of half-maximal effect; nearly all actives have a fitted effect of over 70% in size; inactives centre near 23
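AlphaScreen: HP1-beta (50 nM) preformed 30 min with biotin-H3(1-18)K9me3 peptide (50 nM) in PBS pH 7.4, 0.01% Tween-20. Compound added for 30 min at RT, then streptavidin donor/nickel chelate acceptor beads (10 ug/mL) for 30 min.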
BAZ2B inh – inhibitors of human BAZ2B bromodomain. AlphaScreen BAZ2B-H3K14Ac peptide displacement. 4.4% of 360,000 active. AID 504333. Potency, µM (highest dose often 114 µM), for inactives: at the top dose activity change, negative = inhibition, hits mostly inhibitors. Q9UIF8; note: potency is the fitted concentration of half-maximal effect; % is set by controls: 0 for no effect and ±100 for the full control effect; nearly all actives have a fitted effect of over 60% in size
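Protein-peptide AlphaScreen: BAZ2B 50 nM, b-H3K14Ac 50 nM, 1x PBS pH 7.4 + 0.01% Tween-20. Preincubation 30 min RT; cpd 30 min RT (top 110 uM); beads 20 min RT, light-protected.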
G9a inh – G9a (human) methyltransferase inhibition; Potency, µM (titrated, usually from 102 µM), for inactives: at the highest dose activity, negative = inhibition, hits mostly inhibitors; 8.8% of 350,000 active; G9a H3K9 monomethylation, AlphaScreen, 2 h; AID 504332; Q96KQ7; note: potency is the fitted concentration of half-maximal effect; % is set by controls: 0 for no effect and ±100 for the full control effect; nearly all actives have a fitted effect of over 75% in size
Target sequence (Q96KQ7 913-1193 limits assumed): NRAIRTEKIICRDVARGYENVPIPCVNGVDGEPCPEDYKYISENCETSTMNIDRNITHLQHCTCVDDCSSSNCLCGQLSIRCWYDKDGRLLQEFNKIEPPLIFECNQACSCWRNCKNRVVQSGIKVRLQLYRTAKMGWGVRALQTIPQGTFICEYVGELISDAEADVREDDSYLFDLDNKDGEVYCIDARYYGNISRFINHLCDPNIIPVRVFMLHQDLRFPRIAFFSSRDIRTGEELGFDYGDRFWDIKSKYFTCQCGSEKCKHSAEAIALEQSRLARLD
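AlphaScreen read-out: biotin-H3K9 peptide (500 nM) methylation by 20 nM enzyme with 20 uM SAM, 2 h at room temperature after 15 min compound preincubation; anti-monomethyl H3K9 antibody plus donor/acceptor beads, 10 min dark.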
* hit, by the source's call; ? = inconclusive; . = not tested or not shown; & = joins results of further samples; [ ] = dose if it differs, or a comment. Unless noted, calls come from the whole dose curve; as a rule, active = well fitted curve in the direction sought with a large enough effect; inconclusive = small, poorly fitted or top-dose-only effect, or another doubt; inactive = no such curve, though single readings can be large; an effect the other way counts as inactive or inconclusive. The list is partial; rates above refer to the full screens.

structure,G9a inh,GLS inhibitor,JMJD2A Tudor inh,BAZ2B inh,ERG-DNA inh,HP1b binding inh,ALOX12 inh,RGS4 inh,PI4K2A inh
O=C(N/C=N/OCc1cccc(C(F)(F)F)c1)N1OC[C@@H]2COc3ccc4ccccc4c3[C@@H]21,?,4%,-13%,-9%,-18%,7%,5%,-3%,5
COc1ccc(N2CCN(C(CNC(=O)c3ccco3)c3ccco3)CC2)cc1 (configuration not stated),28µM*,34%[activator],-19%,-8%,1%,-15%,-12%,12%,-1
O=C(NCCN1CCN(Cc2ccc([N+](=O)[O-])cc2)CC1)C(=O)Nc1ccccc1,15%[59 µM],-7%,-7%,-2%,.,26%,1%[57.4 µM],-5%,1
Cc1c(C(=O)O)oc2c1-c1nn(Cc3ccccc3Cl)cc1CC2,?,8%,-28%,?,6%,7%,?,-43%,-5
CCOC(=O)COc1ccc(/C=C2/C(=O)NN(c3ccc(F)cc3)C2=O)cc1OC,-6%[0.501 µM],-14%,?,-9%,?,14%,-11%,3%,-3
CC[C@@H](C)[C@H](NC(=O)Cc1c(C)c2c(cc(C)c3c(C)c(C)oc32)oc1=O)C(=O)O,-9%,52%[activator],-25%,-1%,-2%,66%[activator],-10%,-30%[56.9 µM],4
Cc1ccc(N2C(=O)CC(Sc3ncccc3C(=O)O)C2=O)cc1 (configuration not stated),?,0%,-8%,-25%,-9%,31%,0%,-1%,-7
O=C(CN1C(=O)c2ccc([N+](=O)[O-])cc2C1=O)Nc1nccs1,50µM*,2%,-14%,-32%,-13%,12%,-15%,15%,-1
CCOCCCn1c(=N)c(C(=O)NCCN2CCOCC2)cc2c(=O)n3cccc(C)c3nc21,-3%,-13%,-29%,-4%,-6%,4%,-9%,-22%,-8
COC1(OC)N=C(N)C2(C#N)C(c3ccc4c(c3)OCO4)C12C#N (configuration not stated),50µM*,10%,-30%,?,-1%,1%,-3%,1%,-5
CC(C)NC(=O)c1ccc(COc2cc(Cl)ccc2Cl)o1,-35%,1%,0%,0%,-4%,51%[activator],0%,-17%[56.9 µM],8
Cc1ccc(CNC(=O)CSc2nc3c(sc4ccccc43)c(=O)n2CCCC(=O)NCCO)cc1,-3%[59 µM],3%,-13%,-23%,-1%,23%,4%,1%,-1
COc1ccc(/C=N/NC(=S)Nc2ccccc2[N+](=O)[O-])cc1O,?,35%,?,?,7%,?,?,-31%,-6
Nc1ccc(C(=O)C(=O)c2ccccc2)cc1,.,12%,-18%,.,41%[activator],17%,0%,15%,-1
O=C(CN1CCc2ccccc2C1)Nc1cccc(S(=O)(=O)N2CCOCC2)c1,16%[12.7 µM],7%,-2%,9%,10%,15%,60%[activator],-30%,1
CC(C)N(C(=O)N1CCC(c2nc(-c3ccncc3)no2)CC1)C(C)C,-38%,-1%,-6%,10%,-13%,30%[activator],0%,-14%,-72*
Cn1c(N)c(C(=O)COC(=O)CNC(=O)c2ccccc2Cl)c(=O)n(C)c1=O,9%[12.7 µM],0%,0%,-6%,4%,38%,11%,-6%,3
O=C(N/N=C/c1ccc2c(c1)OCO2)c1ccc2ccccc2n1,1%,-5%,-17%,-38%,-8%,34%,-9%,-18%,5
COC(=O)CN1C(=O)[C@H]2[C@@H](c3ccc(C)o3)N3C(=O)CN(Cc4ccccn4)C(=O)[C@@]3(Cc3ccccc3)[C@H]2C1=O,13%,-3%,-8%,1%,10%,33%,6%,1%,-1
Cc1oc(-c2ccccc2Cl)nc1CS(=O)(=O)CC(=O)NC(C)c1ccccc1 (configuration not stated),24%,-2%&5%,-13%&-12%,10%&-3%,-14%&-5%,26%&32%,0%&0%,15%&-2%,0&-4
CCOC(=O)c1nnn(CC(=O)Nc2ccccc2)c1C(=O)OCC,?,-8%,-1%,6%,-14%,56%[activator],0%,-5%[11.4 µM],4
CCOc1ccc(S(=O)(=O)N2CCC(C(=O)N3CCN(Cc4ccccc4)CC3)CC2)cc1,.,-4%,-9%,-11%,18%,22%,64%,-18%,-21
Oc1ccc(-c2nccs2)cc1,.,-9%,-5%,.,3%,33%[57 µM],-1%,-8%,-2
CCCCC(=O)N(c1ccc(C)c(C)c1)C1C=CS(=O)(=O)C1 (configuration not stated),21%,11%,-5%,11%[57.1 µM],.,12%,-1%,16%,2

Single records, as listed above. Values in the order: G9a inh, GLS inhibitor, JMJD2A Tudor inh, BAZ2B inh, ERG-DNA inh, HP1b binding inh, ALOX12 inh, RGS4 inh, PI4K2A inh
COC1(OC)N=C(N)C2(C#N)C(c3ccc4c(c3)OCO4)C12C#N (configuration not stated) is listed as 50µM*, 10%, -30%, ?, -1%, 1%, -3%, 1%, -5
Cc1oc(-c2ccccc2Cl)nc1CS(=O)(=O)CC(=O)NC(C)c1ccccc1 (configuration not stated) is listed as 24%, -2%&5%, -13%&-12%, 10%&-3%, -14%&-5%, 26%&32%, 0%&0%, 15%&-2%, 0&-4

The list continues:
structure,G9a inh,GLS inhibitor,JMJD2A Tudor inh,BAZ2B inh,ERG-DNA inh,HP1b binding inh,ALOX12 inh,RGS4 inh,PI4K2A inh
CCn1cc(CN2CCC(C(=O)Nc3ccc(Oc4cccnc4)cc3)CC2)c(C)n1,-3%,-6%,1%,-2%,-14%,7%,432%[activator],-15%,-6
COc1ccc(C)cc1NC(=O)C(=O)NNC(=O)COc1ccc(Cl)cc1,8%,6%,-19%,-5%,4%,22%,9%,11%,3
C#CCOCCOCCOCCNc1nc(N2CCN(C(=O)[C@H](CCCCN)n3cc(CCC(=O)O)nn3)CC2)nc(N2CCN(C(=O)[C@H](Cc3ccc(O)cc3)n3cc(CCO)nn3)CC2)n1,.,13%,-14%,.,20%,17%,?,4%,-10
Cc1nn(Cc2ccccc2)c(N)c1C#N,20%,17%,4%,16%,-7%,15%,100%[activator],28%,1
CC(=O)Nc1ccc(NC(=O)c2c(-c3ccccc3)noc2C)cc1,-6%[59 µM],7%,-11%,2%,2%,26%,-1%,17%,-1
Cc1cc(=O)c2c(o1)C(=O)c1occc1C2=O,.,3%,45µM*,.,.,-23%,?,?,?
Cc1cc(C)c2c(CC(=O)Nc3nnc(CC(C)C)s3)coc2c1,?,1%,-8%,-17%,0%,4%,-5%,-47%,-1
O=C(N=C1SCC(=O)N1c1ccccc1Cl)c1ccccc1,2%,-11%,5%,-15%,?,55%[activator],-4%,0%,1
CC(=O)N(Cc1cccnc1)c1cccc(-c2nc3ccccc3s2)c1,8%[0.501 µM],-6%,-15%,7%,15%,15%,0%,28%,-1
CC(C)(C)C1=Nn2c(nnc2-c2ccco2)SC1,?,12%,-9%[57.1 µM],0%,-7%,?,-2%,-14%,-6
Cc1ccc(OCC2Cn3c(nc4c3c(=O)[nH]c(=O)n4C)O2)cc1C (configuration not stated),12%,-10%,-10%,-12%,9%,-1%,0%,3%,-1
CCCCCCn1c(N2CCC(C(N)=O)CC2)nc2c1c(=O)[nH]c(=O)n2C,3%[59 µM],6%,6%,.,-3%,11%,0%,27%,8
O=C(Nc1cccc(C(F)(F)F)c1)c1cccnn1,19%,-15%,0%,7%,-6%,27%,-8%,7%,1
CCOC(=O)c1sc2cc([N+](=O)[O-])cc(SCC(C)C)c2c1N,-34%[59 µM],1%,40µM*,-9%,5%,?,-9%,-23%,1
CCOC(=O)c1c(NC(=O)c2cccs2)sc(CC)c1-c1cccs1,301%[activator],1%,110%[activator],100%[activator],-8%,198%[activator],26%,11%,-1
CCC(C)(C)NC(=O)C(OC(=O)c1cc2sccc2n1C)c1ccc(OC)cc1 (configuration not stated),17%[59 µM],9%,-12%,-4%,.,18%,18%,23%,5
CC(OC(=O)Cc1coc2ccc3ccccc3c12)C(=O)Nc1ncc(Cl)cc1Cl (configuration not stated),?,-8%,-13%,-33%,9%,6%,-28%,6%,0
CCCCSC(=O)Nc1ccccc1,25%[59 µM],20%,1%,.,-10%,30%[activator],0%,16%,-1
CCCCNC(=S)NNC(=O)c1cccnc1,22%[59 µM],22%,-18%,9%,-1%,38%[activator],-25%,-1%,-6
CN1C(=O)CC2(CC(=O)N(Cc3ccccc3)C2)C1=O (configuration not stated),-1%[59 µM],6%,3%,-1%,4%,26%,-12%,-4%,3
Cc1c(NC(=O)C2(c3ccccc3)CCOCC2)c(=O)n(-c2ccccc2)n1C,-3%[59 µM],0%,-4%,-1%,-2%,24%,0%,-3%,3
O=C(NC1CCCC1)c1ccc(CSc2nc3ccncc3n2Cc2ccccc2F)cc1,?,?,-17%,-13%,-2%,28%,-14%,19%,4
CCN(CCO)Cc1csc2ccccc12,-17%[59 µM],4%,2%,5%,1%,64%[activator],-18%,-23%,-1
Cc1cc(C)n2nc(C(=O)OCC(=O)N(CCC#N)c3ccc(F)cc3)nc2n1,12%[0.501 µM],7%,-9%,5%,-1%,12%,-12%,36%,0
CCCC(=O)Nc1ccc(NC(=O)CCc2ccccc2)cn1,-7%[59 µM],?,?,5%,-1%,-12%,-60%,-74%[11.4 µM],-21
CC(C)(C)C(=O)[C@@H]1[C@@H]2C(=O)N(c3ccc4c(c3)OCCO4)C(=O)[C@@H]2C2c3ccccc3C=CN21 (some centres not stated),8.9µM*,-9%,?,?,3%,?,.,?,-14
O=C(CN1CCN(C(=O)C2CCN(C(=O)/C=C/c3ccccc3)CC2)CC1)Nc1ccc(F)cc1,.,4%,-6%,.,-2%[15.4 µM],25%,4%,-8%,2
